ASAP1 GAP inh: inhibitors of human ASAP1 ArfGAP activity | ASAP1-stimulated ARF1 GTP hydrolysis, GDP FP detection | inhibition, % at 16.5 µM | Q9ULH1 | AID 624377 | 360,000 compounds, 0.19% hits; in the data active = inhibition above about 25%;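 also: 0% = vehicle with enzyme and substrate and 100% = no enzyme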
SMARCA2 activ: SMARCA2 function activation, primary screen. MG213 cells, MMTV-luciferase reporter, dexamethasone, overnight. activation, % at 9.1 µM. 370,000 compounds, 1% hits. AID 652017; in the data active = activation above about 7.8%;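 also: 0% = vehicle wells and 100% = reference activator wells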
ABHD4 inh: inhibits mouse alpha/beta hydrolase domain 4 | 370,000 compounds, 0.54% hits | purified mABHD4, FP-Rh probe fluorescence polarization | Q8VD66 | inhibition, % at 8.92 µM | AID 720543;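 active = inhibition exceeding the mean over every tested compound plus 3 SD, cut at about 30% in these data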;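 also: 0% = plate median of compound wells and 100% = S159A mutant with DMSO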
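Material: mouse ABHD4 enzyme, wild type; Benchmarks: S159A mutant high control, sample median low control; Buffer or medium: HEPES pH 7.0, NaCl, Pluronic buffer; Signal: fluorescence polarization; Read-out: percent inhibition of probe binding, normalized to plate controls; Timing: pre-incubation 45 min, probe exposure 60 min, at 25 °C; Dosing: 8.92 µM, single dose.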
rCAG binder: molecules binding r(CAG) RNA repeats | 370,000 compounds, 1.3% hits | r(CAG) RNA repeat, TO-PRO-1 dye displacement fluorescence | inhibition, % at 3 µM | AID 651821;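 active = inhibition above the plate cutoff, the mean of all test compounds on that plate plus 3 SD, cut at about 35% in these data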;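 also: 0% = DMSO alone and 100% = 100 µM mitoxantrone as full dye displacement; higher means more dye released from RNA so lower well fluorescence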
NPR2 activator: GC-B (human) receptor activation; P20594; HEK293-GC-B cells, CNP EC30, cGMP TR-FRET; 0% at EC30 CNP, 100% saturating CNP; activation, % at 10 µM; 370,000 compounds, 0.11% hits;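 active = activation at 10 µM reaching about 35% in either raw or pattern-adjusted values, limit read from the data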
Target sequence (P20594 whole entry, looked up): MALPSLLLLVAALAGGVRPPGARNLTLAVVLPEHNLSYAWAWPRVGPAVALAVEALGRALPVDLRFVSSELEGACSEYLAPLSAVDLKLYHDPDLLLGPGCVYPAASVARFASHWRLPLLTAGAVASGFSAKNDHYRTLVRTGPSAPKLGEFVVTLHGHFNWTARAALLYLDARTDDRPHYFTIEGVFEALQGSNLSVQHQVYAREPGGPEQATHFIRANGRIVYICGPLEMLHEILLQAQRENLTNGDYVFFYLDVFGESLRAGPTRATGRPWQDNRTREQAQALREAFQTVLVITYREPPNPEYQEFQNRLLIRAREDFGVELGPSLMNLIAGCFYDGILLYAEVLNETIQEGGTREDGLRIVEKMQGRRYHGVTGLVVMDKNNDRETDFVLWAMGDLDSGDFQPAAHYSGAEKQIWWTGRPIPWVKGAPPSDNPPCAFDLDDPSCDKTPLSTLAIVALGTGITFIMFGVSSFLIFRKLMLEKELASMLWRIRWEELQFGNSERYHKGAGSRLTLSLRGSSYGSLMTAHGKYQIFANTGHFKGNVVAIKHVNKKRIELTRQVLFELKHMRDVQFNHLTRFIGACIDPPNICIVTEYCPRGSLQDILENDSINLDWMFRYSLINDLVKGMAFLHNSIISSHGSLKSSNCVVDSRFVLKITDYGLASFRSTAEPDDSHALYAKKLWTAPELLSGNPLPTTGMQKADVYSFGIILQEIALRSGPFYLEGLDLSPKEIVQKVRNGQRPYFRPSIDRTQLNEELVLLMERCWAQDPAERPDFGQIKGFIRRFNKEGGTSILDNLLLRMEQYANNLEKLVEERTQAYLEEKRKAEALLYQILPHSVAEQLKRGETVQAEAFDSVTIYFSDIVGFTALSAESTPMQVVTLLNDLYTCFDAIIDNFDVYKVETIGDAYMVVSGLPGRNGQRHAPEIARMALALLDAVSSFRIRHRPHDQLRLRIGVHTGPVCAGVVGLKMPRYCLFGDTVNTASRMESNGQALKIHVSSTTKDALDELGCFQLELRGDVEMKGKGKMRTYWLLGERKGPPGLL
PG9 Ab binder: binds the HIV-1 gp120 antibody PG9. TR-FRET gp120-PG9 antibody binding. inhibition, % at 6.7 µM. 360,000 compounds, 0.43% hits; in the data active = inhibition above about 8.5%
NR1D1 modulator: Rev-erb alpha (human) modulation; activity, % at 10 µM; P20393; Rev-erbα–FITC-DNA binding, fluorescence polarization, 90 min; 370,000 compounds, 0.79% hits;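 active = activity above about 14%, limit read from the data; passing the limit was not always enough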;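 also: 0% = DMSO wells with 35 nM protein and 100% = DMSO wells with 750 nM protein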
ARFGAP1 inhibitor: rat ARFGAP1 inhibition. Q62848. Arfgap1-stimulated ARF1 GTP hydrolysis, GDP FP detection. inhibition, % at 16.5 µM. 360,000 compounds, 0.26% hits;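 active = inhibition above a per-plate limit, mean inhibition of low control wells plus 3 SD, cut at about 25% in these data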;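 also: 0% = DMSO wells with enzyme and 100% = wells lacking Arfgap1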
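system = rat Arfgap1 catalytic domain, aa 1-136 | technique = FP, GDP Alexa 633 tracer displaced from anti-GDP antibody, 620/688 nm | compound = one concentration, 16.5 µM, DMSO 1.26% | medium = HEPES-based buffer, pH 7.5 | timing = compound-enzyme preincubation 20 min, reaction 120 min, detection 60 min, 25 °C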
NPR1 activator: GC-A (human) enzyme activation. P16066. HEK293 GC-A cells, cGMP TR-FRET, EC30 ANP; 0% at EC30 ANP, 100% saturating ANP. activation, % at 10 µM. 370,000 compounds, 0.14% hits; in the data active = activation above about 40%
HTRA1 inh: blocks human HTRA1 serine peptidase | inhibition, % at 5.96 µM | Q92743 | 340,000 compounds, 0.5% hits | recombinant HTRA1, FP-rhodamine activity-based probe, fluorescence polarization | AID 504803; in the data active = inhibition above about 36%;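 also: 0% = enzyme with DMSO and 100% = wells lacking enzyme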
Starred values were filed as active, the others as inactive; nt = no result given.

SMILES	ASAP1 GAP inh	SMARCA2 activ	ABHD4 inh	rCAG binder	NPR2 activator	PG9 Ab binder	NR1D1 modulator	ARFGAP1 inhibitor	NPR1 activator	HTRA1 inh
CCc1noc(C)c1C(=O)Nc1nc2ccc(F)cc2s1	-10	4	-12	5	0	1.2	-3	0	4	-8
CCCC(c1nnnn1Cc1cccs1)N1CCN(C)CC1 (centres undefined)	2	-1	-4	-2	4	-0.7	-7	-4	-6	1
CCCCn1c(N)c(N(CCOC)C(=O)COC(=O)c2ccccc2OCC)c(=O)[nH]c1=O	8	0	5	-4	5	-1.8	6	10	1	4
CN(c1ccc(C(=O)Nc2cccnc2)cc1)S(=O)(=O)c1ccc(Cl)cc1	-4	-2	-4	-3	-2	0.4	0	6	-3	-6
C=CCNC(=S)NNc1nc(Nc2ccccc2)nc(N2CCCCC2)n1	3	-1	-3	1	-8	-1.0	2	2	-3	-17
CCC/C(O)=C1\C(=O)CC(c2ccccc2)CC1=NCCc1c(C)[nH]c2ccc(C)cc12 (centres undefined)	-6	-2	-1	5	-1	-1.8	-3	0	-7	-3
CC1CC(C)(C)CC2(C1)NC(=O)N(CC(=O)Nc1ccc3[nH]c(=O)[nH]c3c1)C2=O (centres undefined)	0	-2	1	2	-4	-4.1	7	9	9	3
C=CCN1[C@H](C#N)[C@@H](c2ccc(C#Cc3ccccc3OC)cc2)[C@H]1CO	nt	2	9	7	10	nt	5	nt	13	nt
COc1ccc(C)cc1NC(=O)CCC(=O)Nc1nnc(C(F)(F)F)s1	-14	0	-12	1	1	0.1	2	8	0	2
Cc1cccc(C)c1NC(=O)Cn1c(=O)n(CCC(=O)NCc2ccco2)c(=O)c2sccc21	-5	3	-2	1	4	-4.0	-2	10	-1	-2
Cc1ccc(C)c(S(=O)(=O)N2CCCOC2CNC(=O)C(=O)NCc2cccs2)c1 (centres undefined)	0	1	-1	-3	2	-2.7	-3	10	3	3
Cc1cc(C)c(C#N)c(SCc2ccc([N+](=O)[O-])cc2)n1	-2	-1	0	-4	-1	0.6	0	1	-4	1
CCc1cc(C(=O)OC)c(NC(=O)CSc2nccn2C)s1	-11	0	-5	-2	-8	-0.3	2	-13	-2	0
Cc1cccc2cc(CN(Cc3ccco3)S(=O)(=O)c3ccc4c(c3)OCCO4)c(=O)[nH]c12	6	0	0	-3	2	-2.7	-3	-7	2	-8
CCCC(=O)Nc1ccc(-c2ccc(NC(=O)CCC)cc2)cc1	9	-4	4	-3	0	2.9	-5	6	-1	7
CC(C)[C@H](NC(=O)[C@@H]1Cc2ccccc2CN1C(=O)OC(C)(C)C)C(=O)NCc1ccco1	-14	-1	4	-6	4	0.2	-7	8	2	0
C/C(=N/NC(=O)C(O)(c1ccccc1)c1ccccc1)c1ccc([N+](=O)[O-])o1	2	4	2	3	4	-1.3	-2	14	-4	-1
CCOc1ccc(S(=O)(=O)N2CCCC2)cc1	-3	-2	3	-3	4	-0.5	-8	-3	1	-8
CNC(=O)c1cc2cc(Cl)cc(OC)c2oc1=O	16	-1	1	1	-7	-4.1	-5	11	2	0
Cc1ccccc1N(CC(=O)NCCc1ccccc1)C(=O)c1csnn1	-2	-3	-3	-1	3	-2.8	-11	-3	1	2
CCc1c(C)nc(N2CCN(c3ccccc3)CC2)[nH]c1=O	-4	1	0	-5	-11	-4.2	4	-1	-8	10
Cc1cc2c(c(=O)n1CCCn1ccnc1)C(c1ccco1)C(C#N)=C(N)O2 (centres undefined)	-2	1	-10	0	5	0.2	-1	19	3	8
CC(C)CN(CCCNC(=O)CC1Oc2ccccc2NC1=O)CC(C)C (centres undefined)	4	0	-3	-7	-1	0.7	7	-2	-3	-3
CCn1cc(CNCc2cn[nH]c2-c2cc3ccccc3o2)cn1	7	-3	1	-7	-2	0.7	0	-1	1	3
NC(=O)CC(NSc1ccccc1[N+](=O)[O-])C(=O)O (centres undefined)	3	0	-3	4	4	-0.8	-1	-4	0	-6
Cc1ccc(S(=O)(=O)ON2C(=O)c3cccc4cccc(c34)C2=O)cc1	-4	2	-4	3	-1	2.1	16	2	-4	3
Cc1ccccc1-c1nc(CS(=O)(=O)CC(=O)NCCCN2CCOCC2)c(C)o1	-10	-3	0	-3	2	0.7	-2	-1	0	5
CCCNC(=O)c1ccc(N2CCC3(CC2)CC(c2cccc(Br)c2)=NO3)c(NC(=O)c2cccc(C)c2)c1	11	1	-11	13	5	-1.6	2	-1	-1	0
Fc1ccc(-c2csc(=S)[nH]2)cc1	15	-1	9	2	2	-1.2	0	-2	2	-2
CC1=NN(c2cc(Cl)c(S(=O)(=O)O)cc2Cl)C(=O)C1	7	-3	13	27	8	-1.0	-5	8	5	6
CC(C)Cc1nccs1	4	5	-4	-1	-3	0.8	-5	-10	1	-2
O=C(Cc1c(F)cccc1Cl)Nc1ccccn1	-8	0	-6	-2	-1	1.1	10	10	4	2
Cc1ccccc1OC1CCN(C(=O)c2cc(COc3ccccc3)on2)CC1	1	-2	-13	-2	4	-1.0	5	3	0	-26
NS(=O)(=O)c1ccc(NNC(=O)c2ccccc2)cc1	-14	-3	-1	0	2	-0.2	-3	-3	-4	nt
CCc1cc(C(=O)N2CCN(S(=O)(=O)c3ccc(Cl)cc3)CC2)sc1C	-7	-3	1	0	-4	0.8	1	4	-18	2
COc1ccc(CCC(C)Nc2cccc(C)c2)cc1 (centres undefined)	-3	-2	-1	-2	2	-1.8	1	-3	0	-3
CN1C(=O)/C(=C/c2ccc(O)c([N+](=O)[O-])c2)NC1=S	12	3	8	6	-3	-19	11	-8	1	12
O=C(O)CN=C(Nc1cc(Cl)cc(Cl)c1)NC(c1ccccc1)c1ccccc1	11	-3	-7	10	-7	-0.3	-6	4	-8	nt
O=C(NC1CCC(O)CC1)c1ccc(NS(=O)(=O)c2cccc([N+](=O)[O-])c2)cc1 (centres undefined)	-5	0	5	4	5	0.1	-7	1	0	-1
CCn1c(=NC(=O)c2ccc(S(=O)(=O)N(C)C)cc2)sc2cccc(OC)c21	-13	2	-1	2	3	-1.6	4	-8	0	-1
O=[N+]([O-])c1ccc(Sc2n[nH]c(-c3ccc(Cl)cc3Cl)n2)nc1	-6	2	0	7	-4	-2.3	-7	4	0	-2
N=C(N)CCCOc1ccccc1-c1ccccc1	16	-5	5	0	4	-1.4	0	-1	0	-3
O=C(O)c1cc(N2CCCCC2)ccn1	-7	-3	3	0	-3	-0.1	-1	-16	2	2
Cc1ccc(NC(=O)c2ccc(N/N=C/c3cccc(O)c3)c([N+](=O)[O-])c2)cc1	-11	1	-3	2	-7	-0.1	13	2	-7	-9
O=C1C[C@H]2[C@H](CO)[C@@H](OC(=O)c3ccc(-c4ccccc4)cc3)C[C@H]2O1	-4	8	-6	-7	0	0.6	6	15	11	nt
CC1CC(C)CN(C(=O)Cn2c(SCC(=O)N3CCc4ccccc4C3)nc3ccccc32)C1 (centres undefined)	-2	0	4	-9	-5	-0.5	-5	13	-1	-7
COc1ccc(CN(C)C(=O)c2ccc(OCC(=O)Nc3cccc(C(F)(F)F)c3)c(OC)c2)c(OC)c1	7	-3	-18	-4	6	-0.1	3	2	0	-30
O=Cc1ccc(-n2cncn2)cc1	15	-1	-8	1	-4	0.5	-1	-1	-4	2
COc1cc(CC2COC(=O)C2(O)Cc2ccc(O)c(OC)c2)ccc1O (centres undefined)	-3	-3	4	0	7	-1.9	-7	4	4	4
O=C1CN(C(=O)c2ccccc2F)C(c2ccc(F)cc2)c2cc(Br)ccc2N1 (centres undefined)	7	-2	-3	1	-11	0.9	14	2	-40	-27
OC(COc1cccc2ccccc12)CN1CCN(c2cccc(Cl)c2)CC1 (centres undefined)	2	2	-7	-3	2	-0.5	0	13	-5	-21
O=C(Nc1ccccc1)/C(=C/c1cccnc1)NC(=O)c1ccco1	12	-1	6	0	0	-2.2	-4	-2	-2	2
COc1ccc(C)cc1NS(=O)(=O)c1ccc2c(c1)n(C)c(=O)n2C	2	-5	7	-1	-7	-1.9	0	-2	-6	-1
O=C(CC1C(=O)NCCN1Cc1ccccc1C(F)(F)F)NCCc1ccccn1 (centres undefined)	15	0	-10	-11	-4	-0.4	-1	1	2	1
Fc1cccc(CNCC2CCCO2)c1 (centres undefined)	-3	-2	6	0	4	-2.4	5	-9	2	-2
Cc1ccnn1CCC(=O)N1CCCC(CCC(=O)NCc2ccccc2F)C1 (centres undefined)	0	-1	-4	-6	-2	-1.4	-3	-1	-1	0
COCCn1c(SCC(=O)NNC(=O)Cc2ccccc2)nc2ccccc2c1=O	6	0	0	-4	4	-0.1	-2	-5	2	-1
O=C(Cc1ccccc1[N+](=O)[O-])N1CCN(c2ccccc2F)CC1	9	-2	-5	1	4	-2.3	1	0	-1	5
N#C/C(=C\c1ccco1)C(=O)NCC1CCCO1 (centres undefined)	2	-2	-9	8	-5	-3.0	-7	-1	2	5
CC1=C(C(=O)Nc2cccnc2)C(c2ccc3c(c2)OCO3)C2=C(CCCC2=O)N1 (centres undefined)	3	-3	-9	-1	5	0.6	-5	-9	-1	5

Next section, starting with the last 3 of the part before.
SMILES	ASAP1 GAP inh	SMARCA2 activ	ABHD4 inh	rCAG binder	NPR2 activator	PG9 Ab binder	NR1D1 modulator	ARFGAP1 inhibitor	NPR1 activator	HTRA1 inh
O=C(Cc1ccccc1[N+](=O)[O-])N1CCN(c2ccccc2F)CC1	9	-2	-5	1	4	-2.3	1	0	-1	5
N#C/C(=C\c1ccco1)C(=O)NCC1CCCO1 (centres undefined)	2	-2	-9	8	-5	-3.0	-7	-1	2	5
CC1=C(C(=O)Nc2cccnc2)C(c2ccc3c(c2)OCO3)C2=C(CCCC2=O)N1 (centres undefined)	3	-3	-9	-1	5	0.6	-5	-9	-1	5
Cc1ccc(S(=O)(=O)N(Cc2c(F)cccc2Cl)C(=O)N2CCN(C)CC2)cc1	2	4	-2	-1	1	-1.9	-6	-7	3	3
O=S(=O)(Nc1ccccc1Br)c1cccc2cccnc12	6	-7	-9	3	-3	-1.0	-4	7	1	-3
COCCn1nnnc1C(C(C)C)N1CCCC(C)C1 (centres undefined)	14	0	-1	-3	4	-2.7	2	3	2	8
Cc1ccc(NC(=S)N(CCCN(C)C)Cc2cc3cc4c(cc3[nH]c2=O)OCO4)cc1	5	0	-4	4	-4	0.8	2	1	-2	-2
Cc1cc(C)nc(SCC(=O)N/N=C/C=C/c2ccccc2)n1	-16	1	3	-3	-6	-2.9	6	6	4	-4
Cc1cccc(NC(=O)CN(C)C(=O)C2CCCC2)c1C	-7	0	0	1	0	2.0	0	-12	0	6
